# Screening results as filed in PubChem BioAssay.
# 12-LOX inh – blocks human arachidonate 12S-lipoxygenase; P18054; purified 12hLO, xylenol orange hydroperoxide absorbance; Potency, µM (doses to about 108 µM), without a hit: top-dose activity change, negative = inhibition, usual class: inhibitors; actives 1.1% (n = 580,000); AID 1671190; active = well fitted inhibition curve with a large enough effect; inconclusive = small, poorly fitted or top-dose-only effect, or another doubt; inactive = no such curve, though single readings can be large or run the other way
# Target sequence (P18054 whole entry, looked up): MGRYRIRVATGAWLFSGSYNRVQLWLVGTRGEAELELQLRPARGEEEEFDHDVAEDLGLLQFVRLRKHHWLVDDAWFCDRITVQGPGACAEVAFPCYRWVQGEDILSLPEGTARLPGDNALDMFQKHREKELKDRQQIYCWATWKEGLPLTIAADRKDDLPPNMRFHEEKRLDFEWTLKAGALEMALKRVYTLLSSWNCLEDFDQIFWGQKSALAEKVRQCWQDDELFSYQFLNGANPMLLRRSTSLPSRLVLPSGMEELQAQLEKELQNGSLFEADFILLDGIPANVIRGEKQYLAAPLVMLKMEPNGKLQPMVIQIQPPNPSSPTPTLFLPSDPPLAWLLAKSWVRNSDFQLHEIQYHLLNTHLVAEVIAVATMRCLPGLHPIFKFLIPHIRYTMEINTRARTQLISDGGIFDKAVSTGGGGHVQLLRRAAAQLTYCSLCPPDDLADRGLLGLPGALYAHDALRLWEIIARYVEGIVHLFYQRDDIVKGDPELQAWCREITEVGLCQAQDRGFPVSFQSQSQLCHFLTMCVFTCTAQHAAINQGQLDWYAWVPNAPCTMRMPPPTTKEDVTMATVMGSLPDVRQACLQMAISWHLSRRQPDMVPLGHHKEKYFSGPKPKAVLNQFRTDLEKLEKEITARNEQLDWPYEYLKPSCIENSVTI
#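 Purified human 12hLO at 150 nM in 25 mM Hepes, 0.01% Triton X-100, pH 7.0, preincubated 15 min at room temperature with compound. Reaction started with 40 uM arachidonic acid, 30 min at room temperature. Hydroperoxide measured by Fe-xylenol orange, 573/405 nm absorbance ratio.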
# * hit, by the source's call; u = inconclusive; & = joins results of further samples; [ ] = another dose, or the depositor's remark. % is scaled to controls: 0 for no effect and ±100 for the full control effect; potency is read from the fitted curve at half-maximal effect.
12-LOX inh	SMILES
-3%[6.33 µM]	O=C(c1cccnc1)N1CCn2ncc(C(=O)N3CCOCC3)c2C1
-8%[176 µM]	COc1ccc(NC(=O)C2(C)CCc3cnc(N4CCOCC4)nc32)cn1 (stereo unspecified)
4%	Cc1ccc(OCC(=O)N2CCCC2c2nc(C3CCOCC3)no2)cc1 (stereo unspecified)
-1%	COc1ccc(-c2ccc3nnc(CNC(=O)C(C)Oc4ccc(Cl)cc4)n3n2)cc1 (stereo unspecified)
85%[activator]	Cc1cnc2c(C(=O)N[C@H](C3CCNCC3)C3CC(O)C3)cnn2c1 (stereo partly specified)
0%	Cn1nc(-c2nncn2Cc2ccccc2)c2c1CCN(C(=O)c1ccncc1)C2
-6%&0%[6.33 µM]	COc1ccc(CCNC(=O)C2(c3ccc(OC)cc3)CCOCC2)cc1
14%	CC(C)c1noc(-c2cn(C3CCCN(C(=O)c4ccc(F)cc4)C3)nn2)n1 (stereo unspecified)
0%	CCO[C@H]1CN(C(=O)CCSCc2ccc(F)cc2)C[C@@H]1O
-10%	OC(COc1ccccc1CNCCc1ccccc1)CN1CCSCC1 (stereo unspecified)
30%[activator]	CC(=O)c1ccc(NC(=O)CN2C(=O)NC3(CCCCC3)C2=O)cc1
6%[176 µM]	CCN(CC)Cc1nc(C2(O)CCN(Cc3ccccc3O)CC2)cs1
9%	COc1ccc(OC)c(CN2C(=O)CCCCC2(C)c2nnnn2C2CCCC2)c1 (stereo unspecified)
u	O=C(NC1CCCN(c2cc(-c3ccc(F)cc3)[nH]n2)C1)c1ccc2cc[nH]c2c1 (stereo unspecified)
u	O=C1NCc2ccccc2CC12CCN(CCCc1ccccc1)CC2
0%	COc1cc(OC)cc(C(=O)NCCn2ccn3nc(-c4cccc(OC)c4)cc3c2=O)c1
7%	COC(=O)C1=C(C)NC(=O)NC1c1ccc(Cl)cc1 (stereo unspecified)
16%[176 µM]	O=C(Cc1c[nH]c2ncc(-c3ccccc3C(F)(F)F)cc12)NCc1cccnc1
17%	COc1cc(NC(=O)Cn2c(-c3ccc(F)cc3)nc(C)cc2=O)cc(OC)c1
10%	COC(=O)C1=CN(CC(=O)Nc2ccccc2Cl)S(=O)(=O)N=C1C
75%[activator]	Cc1cnc(CCNC(=O)NCc2ccccc2)n1C1CCC1
60%[activator]	COCCN1CCC2(CCC1=O)CN(c1ccc(C#N)cn1)CCN2C (stereo unspecified)
14%	CN(C)[C@@H]1CN(C(=O)c2ccsc2)CC[C@]1(O)c1ccccc1
1%[6.33 µM]	COc1ccc(CN2CCC(N3Cc4cccn4C3=O)CC2)cc1
55%[activator]	O=C(CN1CCOC1=O)N1CCC(Cc2nncn2-c2ccccc2)CC1
52%[activator]	O=C(O)c1cnc(-c2cc(NCc3ccccn3)nc3[nH]ccc23)c(Cl)c1
36%[activator]	COC[C@]1(O)CCN(C(=O)CSCc2ccccc2C)CC1(C)C
6%[6.33 µM]	O=C1N(c2ccccc2)c2ccccc2C12CCN(Cc1cccc3ccccc13)C2 (stereo unspecified)
44%[activator]	O=C(c1ccccn1)N1CCN(C(=O)N2CC3CC(C2)[C@H]2CCCC(=O)N2C3)CC1 (stereo partly specified)
27%	CSc1cccc(NC(=O)COc2cccc(-c3nnc4n3CCCC4)c2)c1
26%	CCOc1ccc(CN2CCN(c3ncnc4[nH]ccc34)CC2CCO)cc1 (stereo unspecified)
u	O=C(C1CCCC1)N1CC2(CCCN(CC3CCCCC3)C2)Cc2ccccc21 (stereo unspecified)
22%	CCNC(=O)N1CCOc2ccc(CCC(=O)NCc3nc4ccccc4n3C)cc2C1
0%	Nc1ncnc2c1ncn2[C@@H]1O[C@H](C(=O)N[C@@H](CCc2ccccc2)C(=O)N2CCN(C(=O)N3CCOCC3)CC2)[C@@H](O)[C@H]1O
13%	COC1=CC(C)C2CC3OC(O)CC4C(C)=C(OC)C(=O)C(C2(C)C1=O)C34C (stereo unspecified)
1.3µM*	O=C(c1ccoc1)N1CCC2(CC1)NC(=O)N(c1ccccc1Cl)N2
-1%[176 µM]	O=C(Nc1cccs1)N1CCNc2cnc(Nc3cccc(F)c3)nc2C1
29%[176 µM]	O=CN1CCC(n2cnc3cccnc32)CC1
19%	O=C(NC1CCCN(c2cc(N3CCCC3)ncn2)C1)c1ccoc1 (stereo unspecified)
u	COc1ccc(C(=O)N2CCc3nc(C4CC4)nc(-c4ccc(Cl)cc4)c3C2)cc1
u	Cc1cc(Cl)ccc1OCCN1CCN(CC2(O)CCCNC2)CC1 (stereo unspecified)
u	O=C(N[C@H]1CCN2C(=O)c3ccccc3NC(=O)[C@H]12)c1cnccn1
-2%	O=C(c1ccc(CO)o1)N1CCC2(CC1)[C@H](O)C[C@@H]2OCCO
45%[activator]	Cc1ccsc1C(=O)NC1CCc2nnc(C3CC3)n2CC1 (stereo unspecified)
-1%[12.5 µM]	CC(C)NC(=O)C1=NOC2CN([S+](C)(=O)[O-])CC12 (stereo unspecified)
0%	O=C1Nc2ccc(-c3ccccc3F)cc2C(=O)N2CC[C@H](NS(=O)(=O)c3cccs3)[C@@H]12
1%	CN1CCCCC(NC(=O)c2ccc(C#N)cc2)C1=O (stereo unspecified)
-5%	CCN1CCN(CCCN2CC3(CCN(C(=O)C4CCOC4)CC3)OC2=O)CC1 (stereo unspecified)
-2%	CCCN1CCCCC(NC(=O)c2ccc(C)cc2C)C1=O (stereo unspecified)
33%[activator]	Cc1cc(NC(=O)N(C)CC2CCOCC2)ccc1Br

# Arranged by value in 12-LOX inh (ascending): 3 of the compounds above
12-LOX inh	SMILES
-2%	CCCN1CCCCC(NC(=O)c2ccc(C)cc2C)C1=O (stereo unspecified)
0%	O=C1Nc2ccc(-c3ccccc3F)cc2C(=O)N2CC[C@H](NS(=O)(=O)c3cccs3)[C@@H]12
1%	CN1CCCCC(NC(=O)c2ccc(C#N)cc2)C1=O (stereo unspecified)

# (cont.)
12-LOX inh	SMILES
82%[activator]	COc1ccccc1CC(=O)N[C@@H]1CN(C)C[C@H]1CN(C)C
14%	Cc1cccc(C(=O)N2CCC(n3cnnc3C3CC3)CC2)c1
25%[176 µM]	CN(C)c1cc(=O)c2ccnc(Nc3cccnc3)c2o1
9%	O=C(N[C@H](Cc1ccccc1)C(=O)N1CCN(CC(=O)N2CCCC2)CC1)[C@H]1O[C@@H](n2ccc(=O)[nH]c2=O)[C@H](O)[C@@H]1O
60%[activator][176 µM]	CN(Cc1ccccc1)Cc1cn([C@H]2CO[C@H]3[C@@H]2OC[C@@H]3NC(=O)CCC(=O)O)nn1
49%[activator]	Cc1ccc(C(=O)N2CCC(OC3CCN(C)CC3)CC2)cc1C
-2%	CCC[C@H]1[C@H](NCc2cccs2)CC[C@@]23CCCN2C(=O)CCC[C@@H]13
24%	COCC1CN(C(=O)Cn2nc(C(F)(F)F)cc2C)CC12CCNCC2 (stereo unspecified)
45µM*	Cc1ccccc1C(=O)N1CCC(c2nn(-c3ccc(Cl)cc3)c(=O)[nH]2)CC1
37%[activator]	Cc1cc(C(F)(F)F)nc(CCNC(=O)C2NCCc3[nH]cnc32)n1 (stereo unspecified)
-21%	COC(=O)c1cc2c(c3c4cc(F)ccc4n(S(=O)(=O)c4ccc(C)cc4)c13)C(=O)N(Cc1ccc(C(F)(F)F)cc1)C2
17%[6.33 µM]	O=C1NC(=NC2CCCCC2)C2(CCN(Cc3cccnc3)C2)N1c1cccnc1 (stereo unspecified)
u	Cc1ccc([S+](=O)([O-])N2CCCN(c3nc4ncccc4o3)CC2)cc1
16%	COCCCNC(=O)C1c2ccccc2C(=O)N(c2ccccc2)C12CCCCC2 (stereo unspecified)
-3%	O=C(NCc1ccc(F)cc1F)c1cc2n(n1)CC(c1ccc(Cl)cc1)OC2 (stereo unspecified)
52%[activator]	O=C1CCN(S(=O)(=O)c2ccccc2)CCCN(C(=O)NCCc2ccccc2)CCN1
8%	COCCNC(=O)CCC1CCN(C(=O)c2ccccc2Cl)CC1
28%[176 µM]	CC(c1cccs1)N(C)Cc1cccc(C(F)(F)F)c1 (stereo unspecified)
35%[activator]	CCCOCCCNC(=O)c1c(C)noc1-c1ccccc1OC
69%[activator]	COc1ccc(F)cc1S(=O)(=O)NC1CCc2nnc(C)n2CC1 (stereo unspecified)
60%[activator]	Cc1nnc([C@@H]2CC(F)(F)CN2C(=O)c2nn(C)c3ccccc23)o1
40%[activator]	Cc1nc(-c2cnccn2)n(CC(=O)Nc2ccc3c(c2)OCCO3)c(=O)c1C
9%	CC(C)=CC(=O)NCCC[C@H](NC(=O)[C@@H]1[C@@H](NC(=O)Nc2ccc(F)cc2F)CCN1C(=O)C=C(C)C)C(N)=O
-16%	CC1(C(=O)Nc2ccc3ccccc3c2)CCc2nc3ccccc3n21 (stereo unspecified)
30%[activator]	COc1cccc(CNC(=O)CC2C(=O)NCCN2CC(C)C)c1OC (stereo unspecified)
16%	CCc1ccc(N2CC(c3noc(-c4cc(Cl)ccc4F)n3)CC2=O)cc1 (stereo unspecified)
7%[176 µM]	O=C(N[C@H]1[C@H](O)[C@H](O)C[C@@H]1c1cccnc1)c1ccccn1
u	N#Cc1ccc(CN2CCCC3(CNc4ccccc4[S+](=O)([O-])N3)C2)cc1 (stereo unspecified)
5%	Cc1ccc(CNC(=O)N2CC(N(C3CCOCC3)S(C)(=O)=O)C2)cc1
67%[activator]	CN(Cc1cccnc1)c1nc2c(c(=O)[nH]1)CCN(CCc1ccccc1)CC2
u	O=c1[nH]c(C2CCCN(Cc3ccc(-c4cccs4)cc3)C2)nc2ccc(F)cc12 (stereo unspecified)
24%	CCn1c(=O)c2c(cc(C)n2C)n(CC(=O)Nc2ccccc2C)c1=O
-2%	COc1ccc(NC2CCCN(C(=O)C(C)(C)c3ccccc3)C2)cc1 (stereo unspecified)
u	N[C@@H]1CC[C@H](C(=O)N2CCC(c3nccn3Cc3ccncc3)CC2)C1
-13%	CCCN(CC1CCOC1)S(=O)(=O)c1cccc(F)c1 (stereo unspecified)
u	Cn1ncc(N2CCC(CNC(=O)c3ccccc3-n3cncn3)C2)cc1=O (stereo unspecified)
1%[6.33 µM]	O=[S+]([O-])(c1cccc(C(F)(F)F)c1)N1CC(Oc2ccc(F)cc2F)C1
4%	COc1ccc(C2(C(=O)N3CCCC(Cn4c(C)nc5cccnc54)C3)CCCCC2)cc1 (stereo unspecified)
u	CCCC(=O)N1Cc2ccccc2CC2(CCCN(Cc3cccnc3)C2)C1 (stereo unspecified)
7%[176 µM]	CC(=O)Nc1cccc(-c2ccc3c(n2)c(=O)ncn3Cc2ccccc2)c1

# 5 compounds picked at random from the list so far:
12-LOX inh	SMILES
-13%	CCCN(CC1CCOC1)S(=O)(=O)c1cccc(F)c1 (stereo unspecified)
u	Cn1ncc(N2CCC(CNC(=O)c3ccccc3-n3cncn3)C2)cc1=O (stereo unspecified)
u	CCCC(=O)N1Cc2ccccc2CC2(CCCN(Cc3cccnc3)C2)C1 (stereo unspecified)
4%	COc1ccc(C2(C(=O)N3CCCC(Cn4c(C)nc5cccnc54)C3)CCCCC2)cc1 (stereo unspecified)
-2%	COc1ccc(NC2CCCN(C(=O)C(C)(C)c3ccccc3)C2)cc1 (stereo unspecified)

# The main list resumes, repeating the 3 entries before the break.
12-LOX inh	SMILES
4%	COc1ccc(C2(C(=O)N3CCCC(Cn4c(C)nc5cccnc54)C3)CCCCC2)cc1 (stereo unspecified)
u	CCCC(=O)N1Cc2ccccc2CC2(CCCN(Cc3cccnc3)C2)C1 (stereo unspecified)
7%[176 µM]	CC(=O)Nc1cccc(-c2ccc3c(n2)c(=O)ncn3Cc2ccccc2)c1
27%	CS(=O)(=O)N1CCC(OC2CCN(C(=O)Nc3ccccc3F)CC2)CC1
-16%	Cc1ccc(NC(=O)Cn2c(N3CCN(c4ccccc4)CC3)nc(C)cc2=O)c(C)c1
-50%	COc1ccc(Nc2nnc(-c3ccc4c(c3)OCO4)o2)cc1
-2%	CC(C)(C)S(=O)(=O)N1Cc2cc(CO)ccc2[C@@H]1CCO
49%[activator][176 µM]	F[C@@H]1CN(Cc2nccs2)C[C@@H]1OCc1nc2ccncc2[nH]1
43%[activator]	COCc1nc(C2CCCN(C(=O)Cc3cccc(F)c3)C2)no1 (stereo unspecified)
39%	O=C(c1ccccc1Cl)N1CCC(c2n[nH]c(=O)n2-c2ccccc2)CC1
-1%	O=C(O)c1ccccc1C(=O)N[C@H]1CO[C@H]2[C@@H]1OC[C@@H]2n1nnnc1Oc1ccc(-n2ccnc2)cc1
8%[176 µM]	COc1ccc(CNC(=O)[C@H]2O[C@H](CCN(C)CCc3ccccc3)CC[C@@H]2O)cc1
4%	CCOc1ccc(NC(=O)c2ccc3c(c2)N(C)C2CCCCCN2C3=O)cc1 (stereo unspecified)
10%	COc1ccc(CNC(=O)C(C)[C@@H]2CCc3c(C)cc(OCCN4CCOCC4)c(C)c3C2)cc1 (stereo partly specified)
13%[176 µM]	CC[C@H]1CN(S(=O)(=O)c2c(C)noc2C)CC[C@H]1CC(=O)O
34%[activator]	Cn1cncc1C(=O)N1C[C@@H](COCC2CC2)[C@H](c2ccncc2)C1
-3%	COc1cc(C(=O)N2CCC(n3c(=O)[nH]c4ccccc43)CC2)nc2ccccc12
14%	Cc1cc(=O)n(CC(=O)Nc2cccc(C(F)(F)F)c2)c(N2CCOCC2)n1
-2%	CCN(CC)C(=O)N1CC(Oc2ccccc2-c2nc(-c3cnccn3)no2)C1
25%	CCC(=O)N1CCC2(CC1)c1[nH]c3ccccc3c1CCN2C

# Quoted from the results shown (five entries):
12-LOX inh	SMILES
4%	CCOc1ccc(NC(=O)c2ccc3c(c2)N(C)C2CCCCCN2C3=O)cc1 (stereo unspecified)
10%	COc1ccc(CNC(=O)C(C)[C@@H]2CCc3c(C)cc(OCCN4CCOCC4)c(C)c3C2)cc1 (stereo partly specified)
13%[176 µM]	CC[C@H]1CN(S(=O)(=O)c2c(C)noc2C)CC[C@H]1CC(=O)O
34%[activator]	Cn1cncc1C(=O)N1C[C@@H](COCC2CC2)[C@H](c2ccncc2)C1
-3%	COc1cc(C(=O)N2CCC(n3c(=O)[nH]c4ccccc43)CC2)nc2ccccc12

# An excerpt. The share of hits here may be higher or lower than overall.
